High-throughput results: PubChem, National Center for Advancing Translational Sciences (NCATS)
PGK inhibitor – qHTS Assay to Find Inhibitors of Phosphoglycerate Kinase | Potency, µM (top dose mostly 57.5 µM), for inactives: at the top dose activity change, negative = inhibition, hits mostly inhibitors | actives 0.043% (n = 380,000) | Phosphoglycerate kinase, glycosomal (Trypanosoma brucei brucei), P07378 | AID 602233, 2012 | PGK/GAPDH coupled, Kinase-Glo luminescence, 60 min; note: % is set by controls: 0 for no effect and ±100 for the full control effect; nearly all actives have a fitted effect of over 60% in size
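Recombinant glycosomal PGK reaction used 1,3-bisphosphoglycerate generated in-well by GAPDH (100nM final) in 100mM TEA pH 7.6, 5mM MgCl2, 0.01% Tween-20. After 60 minutes at room temperature, ATP was read by Kinase-Glo Plus luminescence end-point.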
Pin1 inhibitor – qHTS Assay to Find Inhibitors of Pin1; Peptidyl-prolyl cis-trans isomerase NIMA-interacting 1 (Homo sapiens), Q13526; Pin1 FP peptide displacement, HiFluor488, 10 min; Potency, µM (top dose mostly 115 µM), without a hit: at the top dose activity, negative = inhibition, hits mostly inhibitors; actives 0.009% (n = 390,000); active = well fitted inhibition curve with a large enough effect in the polarisation, with a control signal flat, not every such curve was filed as active; inconclusive = small, poorly fitted or top-dose-only effect, or effect the other way, or a change in a side signal; inactive = no such curve, though single readings can be large or run the other way; the % refers to the polarisation; note: % is set by controls: 0 for no effect and ±100 for the full control effect
HP1b binding inh – HTS for Inhibitors of HP1-beta Chromodomain Interactions with Methylated Histone Tails | Chromobox protein homolog 1 (Homo sapiens), P83916 | AlphaScreen HP1-beta / biotin-H3K9me3 peptide binding | Potency, µM (series often up to 114 µM), without a hit: at the top dose activity change, negative = inhibition, most hits filed as inhibitors | actives 0.56% (n = 390,000) | AID 540317, 2011; note: nearly all actives have a fitted effect of over 70% in size; inactives centre near 23
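Compound inhibition of the preformed complex between 50 nM HP1-beta and 50 nM biotinylated H3K9me3 peptide was read by AlphaScreen. Buffer was PBS pH 7.4 with 0.01% Tween-20. Incubations ran 30 min at room temperature, with 10 ug/mL donor/acceptor beads.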
GLS inh – qHTS for Inhibitors of Glutaminase (GLS); Glutaminase kidney isoform, mitochondrial (Homo sapiens), O94925; GLS enzymatic activity, qHTS titration; Potency, µM (doses to about 45.5 µM), without a hit: at the highest dose activity change, negative = inhibition, usual class: inhibitors; actives 0.21% (n = 410,000); note: % is set by controls: 0 for no effect and ±100 for the full control effect
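hKGA in 45 mM KH2PO4 (pH 8.2), 0.02% Tween-20 with compound, then 1mM L-Glutamine (stock as added) plus glutamate oxidase/HRP/Amplex red coupling mix. Fluorescence read initially and after 30 min at RT; signal change reflects glutamate formation.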
rTrxR1 inhibitor – qHTS Assay for Inhibitors of Mammalian Selenoprotein Thioredoxin Reductase 1 (TrxR1): qHTS; Thioredoxin reductase 1, cytoplasmic (Rattus norvegicus), O89049; recombinant rTrxR1, NADPH fluorescence consumption, selenite substrate; Potency, µM (series often up to 114 µM), without a hit: at the highest dose activity change, negative = inhibition, usual class: inhibitors; actives 1% (n = 390,000); note: % is set by controls: 0 for no effect and ±100 for the full control effect; nearly all actives have a fitted effect of over 65% in size
Target sequence (O89049 whole entry, looked up): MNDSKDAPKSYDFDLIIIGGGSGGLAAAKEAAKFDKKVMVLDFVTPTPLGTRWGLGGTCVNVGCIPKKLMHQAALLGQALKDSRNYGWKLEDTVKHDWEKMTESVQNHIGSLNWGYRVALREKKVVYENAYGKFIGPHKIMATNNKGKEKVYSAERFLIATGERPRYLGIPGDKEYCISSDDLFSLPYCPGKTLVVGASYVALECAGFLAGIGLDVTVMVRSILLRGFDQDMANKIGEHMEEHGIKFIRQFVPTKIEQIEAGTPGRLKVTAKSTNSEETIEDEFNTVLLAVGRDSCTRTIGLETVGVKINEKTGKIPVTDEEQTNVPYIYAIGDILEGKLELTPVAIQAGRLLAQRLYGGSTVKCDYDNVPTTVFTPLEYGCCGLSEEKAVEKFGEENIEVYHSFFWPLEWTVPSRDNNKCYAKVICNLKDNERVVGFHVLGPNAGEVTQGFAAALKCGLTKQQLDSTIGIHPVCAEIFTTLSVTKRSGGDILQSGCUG
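Rat TrxR1 (90 nM in the dispensed reagent) was pre-reduced with 400 uM NADPH for 5 min at room temperature, then incubated with compound for 15 min. After 400 uM selenite was added, NADPH fluorescence (Ex 340/Em 450 nm) was followed for 8 min.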
RGS4 inh – Inhibitors of Regulator of G Protein Signaling (RGS) 4: qHTS; AID 504845, 2011; Regulator of G-protein signaling 4 (Homo sapiens), P49798; Potency, µM (series often up to 114 µM), for the others: at the highest dose activity change, negative = inhibition, hits mostly inhibitors; actives 0.039% (n = 390,000); Transcreener GDP fluorescence polarization, RGS4-accelerated GTP hydrolysis; note: % is set by controls: 0 for no effect and ±100 for the full control effect; nearly all actives have a fitted effect of over 75% in size; some results filed as inactive show a strong effect at the top dose
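MLSMR compounds (23 nl, pin-transferred) preincubated 10 min at room temperature with a 500nM (2x) first reagent, then RGS4 at 900nM (2x) plus Transcreener GDP mix added; fluorescence polarization (620/688 nm) read before and after 90 min at 30 °C.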
ERG Ets-DNA blk – qHTS for Small Molecule Inhibitors of the ERG Ets/DNA interaction | Transcriptional regulator ERG (Homo sapiens), P11308 | fluorescence polarization, His-ERG Ets domain / labelled DNA | Potency, µM (doses to about 76.9 µM), for inactives: at the top dose FP activity, negative = inhibition, hits mostly inhibitors | actives 0.028% (n = 370,000); active = well fitted inhibition curve with a large enough effect in the polarisation, with a control signal flat; inconclusive = small, poorly fitted or top-dose-only effect, or effect the other way, or a change in a side signal; inactive = no such curve, though single readings can be large or run the other way; the % refers to the polarisation;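 note: polarization taken with two DNA probes labelled with fluorescein and Texas red; % of control where 0% means no effect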
Target sequence (P11308 whole entry, looked up, the tested form may be a part): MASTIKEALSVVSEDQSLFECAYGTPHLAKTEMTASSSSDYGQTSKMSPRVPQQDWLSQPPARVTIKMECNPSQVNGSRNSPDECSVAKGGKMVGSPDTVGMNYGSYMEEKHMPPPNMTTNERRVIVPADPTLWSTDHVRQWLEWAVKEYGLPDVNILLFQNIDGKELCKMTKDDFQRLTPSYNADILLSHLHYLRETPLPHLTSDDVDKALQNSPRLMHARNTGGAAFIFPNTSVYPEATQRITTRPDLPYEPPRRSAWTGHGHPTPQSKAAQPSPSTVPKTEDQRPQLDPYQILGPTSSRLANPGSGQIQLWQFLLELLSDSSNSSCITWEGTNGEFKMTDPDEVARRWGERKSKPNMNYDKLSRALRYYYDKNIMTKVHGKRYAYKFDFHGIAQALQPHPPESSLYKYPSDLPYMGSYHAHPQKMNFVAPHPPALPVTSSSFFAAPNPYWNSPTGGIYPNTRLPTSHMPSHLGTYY
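His-tagged ERG Ets domain (1 uM in the protein solution; 300mM KCl, 50mM Tris-HCl, 1mM EDTA, 1mM DTT, pH 7.5) received compound, then a probe mix of 5 nM fluorescein-DNA and 100nM Texas-615-DNA. Fluorescence polarization was read for both dyes.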
JMJD2A Tudor inh – qHTS Assay for Inhibitors of JMJD2A-Tudor Domain; Lysine-specific demethylase 4A (Homo sapiens), O75164; AlphaScreen JMJD2A-Tudor / H3K4me3 peptide binding; Potency, µM (top dose mostly 114 µM), for the others: at the highest dose activity change, negative = inhibition, hits mostly inhibitors; actives 4.4% (n = 390,000); AID 504339, 2011; note: % is set by controls: 0 for no effect and ±100 for the full control effect; nearly all actives have a fitted effect of over 50% in size
ALOX12 inh – Primary qHTS assay for inhibitors of human arachidonate 12S-lipoxygenase (ALOX12): Round 2. actives 1.1% (n = 580,000). Polyunsaturated fatty acid lipoxygenase ALOX12 (Homo sapiens), P18054. AID 1671190, 2021. Potency, µM (series often up to 108 µM), without a hit: at the highest dose activity change, negative = inhibition, usual class: inhibitors. purified 12hLO, xylenol orange hydroperoxide absorbance; note: % is set by controls: 0 for no effect and ±100 for the full control effect
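Purified human 12hLO (150 nM final) in 25 mM Hepes, 0.01% Triton X-100, pH 7.0 was preincubated 15 min at room temperature with compound. Then 40 uM arachidonic acid was added, 30 min. Hydroperoxide was read by Fe-XO absorbance ratio 573/405 nm.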
Starred values were filed as active, the others as inactive; i = inactive; ? = inconclusive; . = not tested or not shown; & = joins results of further samples; [ ] = dose if it differs, or a comment. Unless noted, calls come from the whole dose curve; as a rule, active = well fitted curve in the direction sought with a large enough effect; inconclusive = small, poorly fitted or top-dose-only effect, or another doubt; inactive = no such curve, though single readings can be large; an effect the other way counts as inactive or inconclusive. Potency is the fitted concentration of half-maximal effect.

No.	compound	PGK inhibitor	Pin1 inhibitor	HP1b binding inh	GLS inh	rTrxR1 inhibitor	RGS4 inh	ERG Ets-DNA blk	JMJD2A Tudor inh	ALOX12 inh
1	CCO[C@H]1OC(C(=O)Nc2ccccc2)=C[C@@H](c2ccc(Br)cc2)[C@@H]1CCCO	-4%	9%	8%	-3%	3%	-18%	16%	-18%	-6%
2	COC(=O)c1sccc1NC(=O)Nc1cc(C)ccc1C	-7%	1%	29%	0%	21%	9%	9%	-15%	-24%
3	O=C(NCc1ccncc1)c1cc(C(=O)C2CCCCC2)c[nH]1	-1%	-4%	34%	2%	27%[57.1 µM]	-5%	10%	4%	-4%
4	CCOCCCNC(=O)CN1N=C(c2ccc(C)cc2)CCC1=O	-1%	-16%	12%	-14%	11%	36%	-2%	-4%	0%
5	COc1ccc(N2CC(C(=O)NCCc3ccc(OC)c(OC)c3)CC2=O)cc1 (stereo unspecified)	i	0%	53%[activator]	.	10%	-28%	-3%	-4%	0%
6	O=C(Nc1cc(N2CCCCC2)ncn1)c1ccccc1	-5%	0%	-10%	0%	16%[11.4 µM]	-18%	-18%	?	?
7	COc1ccc(Br)cc1S(=O)(=O)N1CCCc2ccccc21	-10%	4%	72%[activator]	-11%	26%	5%	0%	22%	-6%
8	Cn1c(N)c(C(=O)Nc2ccc3ccccc3c2)sc1=S	-3%	-8%	-21%	4%	18%	?	-5%	-18%	?
9	N#Cc1nc(Nc2cc(F)cc(F)c2)c2ncn(CC(F)F)c2n1	-8%	68%&7%[activator]	42%[activator]	0%	5%	-8%	.	-3%&-1%	8%
10	CCCCOc1ccc(OCCSc2nc3ccccc3n2CC(=O)O)cc1	-8%	-7%	40%	0%	6%	5%	0%	-19%	?

Complete entries from above. Order of screens: PGK inhibitor | Pin1 inhibitor | HP1b binding inh | GLS inh | rTrxR1 inhibitor | RGS4 inh | ERG Ets-DNA blk | JMJD2A Tudor inh | ALOX12 inh
Profile of Cn1c(N)c(C(=O)Nc2ccc3ccccc3c2)sc1=S = -3% | -8% | -21% | 4% | 18% | ? | -5% | -18% | ?
Profile of COc1ccc(Br)cc1S(=O)(=O)N1CCCc2ccccc21 = -10% | 4% | 72%[activator] | -11% | 26% | 5% | 0% | 22% | -6%

(further entries)
No.	compound	PGK inhibitor	Pin1 inhibitor	HP1b binding inh	GLS inh	rTrxR1 inhibitor	RGS4 inh	ERG Ets-DNA blk	JMJD2A Tudor inh	ALOX12 inh
11	COc1ccc(NC(C)=O)cc1S(=O)(=O)N1CCn2cccc2C1C (stereo unspecified)	-1%	-5%	25%	2%	50µM*	-10%	7%	-27%	-7%
12	CCOc1cc(CNc2ccc(N3CCOCC3)cc2)cc(Br)c1OCC	1%	0%	45µM*	13µM*	-1%[57.1 µM]	-6%	14%	20µM*	32µM*
13	O=C(O)CCCCCNS(=O)(=O)c1cccc2c1C(=O)c1ccccc1C2=O	-12%	1%	20%	-3%	-12%	-42%	.	-10%	?
14	CC(C)Cc1nnc(NC(=O)c2ccc(S(=O)(=O)N3CCCC3)cc2)s1	i	2%	26%	-6%	-42%[57.1 µM]	-13%	4%	-10%	24%
15	Cc1cc(Br)ccc1OCC(=O)NNC(=O)C(=O)Nc1ccccc1	5%	-1%	-2%	2%	16%	-4%	-8%	-33%	44%[activator]
16	Cc1ccc(SC[C@H](c2ccccc2)N2CCN(C)CCC2=O)cc1	-10%	-12%	15%	5%	-16%	-3%	20%	-25%	-5%
17	CCn1c(C)c(C)c2cc(C(=O)N3CCN(c4cccc(C)c4C)CC3)ccc21	-1%&-4%	37%[activator]	-25%&10%	-6%&2%	9%	-23%&-21%	15%&5%	32µM*	4%&-27%
18	Cc1ccc2nsnc2c1S(=O)(=O)N(Cc1cc2cccc(C)c2[nH]c1=O)CC1CCCO1 (stereo unspecified)	-9%	-5%	0%	-4%	4%	11%	-5%	-26%	12%
19	NS(=O)(=O)c1ccc(CCNC(=O)Cc2c[nH]c3ccccc23)cc1	-9%	1%	28%	2%	-12%	23%	-9%	-1%	-13%
20	CCn1c(-c2cc(Br)ccc2O)n[nH]c1=S	0%	2%	21%	38%[activator]	-21%	-26%	.	13µM*	45µM*
21	CCOC(=O)Cc1csc(NC(=O)c2ccc(S(=O)(=O)N3CCCC3)cc2)n1	-8%	-3%	22%	9%	-6%	14%	.	-22%	-18%
22	CC(=O)N[C@@H](C)C(=O)OC(C)C(=O)Nc1cccc([N+](=O)[O-])c1 (stereo partly specified)	4%	6%	19%	-7%	13%[57.1 µM]	19%	3%	-12%	-10%
23	S=c1[nH]nc(-c2ccco2)n1/N=C/c1ccc(Cl)c(Cl)c1	-6%	8%	-12%	?	-4%	?	6%	79µM*	?
24	Fc1ccc(-c2nnc3sc(C4COc5ccccc5O4)nn23)cc1 (stereo unspecified)	-5%	-2%	6%	1%	-3%	16%	5%	-15%	10%
25	N#CCCN(C(=O)Cn1nc(C(=O)O)c2ccccc2c1=O)c1ccccc1	i	-10%	4%	3%	21%	-12%	9%	-8%	?
26	COCCn1c(SCC(=O)c2ccc3c(c2)OCCO3)nnc1C(C)C	-3%	-3%	-8%	16%	-11%	?	6%	79µM*	?
27	COc1ccc(NC(=O)c2cccc(N3CCCS3(=O)=O)c2)cc1OC	-1%	4%	19%	-1%	8%[57.1 µM]	7%	-1%	-10%	-27%
28	CCOc1ccccc1CNC(=O)CCCN1C(=O)CCn2nc(-c3cccn3C)cc21	i	12%	-9%[57 µM]	-4%	10%[57.1 µM]	-10%	0%	?	?
29	O=C(CN1C(=O)NC2(CCCCC2)C1=O)Nc1ccc(Cl)cc1	-7%	1%	43%[activator]	-8%	14%	-7%	3%	-7%	?
30	CCOc1ccccc1OCC(=O)NCCc1ccc(S(N)(=O)=O)cc1	1%	-3%	21%	7%	22%	7%	0%	-4%	-12%
31	O=C(Nc1ccccc1C(=O)OCC(=O)N1CCc2ccccc2C1)c1ccco1	i	69%[activator]	21%	2%	-34%	-30%	5%	-25%	?
32	Cc1nn(C)c(Cl)c1CN1CCC(CO)(CCOc2ccccc2)CC1	-4%	-2%	18%	0%	?	6%	6%	-7%	-15%
33	Cc1noc(C)c1S(=O)(=O)Nc1cc(C(F)(F)F)ccc1N1CCOCC1	2%	-4%	43%[activator]	24%	27%	19%	4%	-20%	0%
34	COc1ccc(OC)c2[nH]c(=O)c(CCNS(=O)(=O)c3ccc(C)cc3)cc12	-3%	10%	47%	-16%	14%[57.1 µM]	-16%[11.4 µM]	10%	-17%[11.4 µM]	6%
35	CCN(CC)CCN1C(=O)C(=O)/C(=C(/O)c2c(C)[nH]c(C(=O)OC)c2C)C1c1ccccc1 (stereo unspecified)	0%	-10%	18%	14%	-29%	1%	2%	-18%	0%
36	CCCCCn1c(=O)[nH]c2cc(C(=O)N3CCN(C(=O)OCC)CC3)ccc2c1=O	-4%	-1%	12%	-9%	8%	8%	16%	-7%	-11%
37	O=C1C2ON(c3ccccc3)C(c3cccnc3)C2C(=O)N1Cc1ccccc1 (stereo unspecified)	i	-1%	49%[activator]	-2%	2%	-22%	-3%	-18%	0%
38	Cc1ccc(O)c(C(CC(=O)NCc2cccnc2)c2ccccc2)c1 (stereo unspecified)	12%	3%	30%	-5%	26%[57.1 µM]	-20%	0%	-11%[11.4 µM]	-13%
39	COc1nc(NCc2ccc(Cl)cc2)nc(OC)n1	3%	0%	41%	-3%	-10%[57.1 µM]	15%	-12%	7%	0%

4 records picked at random from those above:
No.	compound	PGK inhibitor	Pin1 inhibitor	HP1b binding inh	GLS inh	rTrxR1 inhibitor	RGS4 inh	ERG Ets-DNA blk	JMJD2A Tudor inh	ALOX12 inh
34	COc1ccc(OC)c2[nH]c(=O)c(CCNS(=O)(=O)c3ccc(C)cc3)cc12	-3%	10%	47%	-16%	14%[57.1 µM]	-16%[11.4 µM]	10%	-17%[11.4 µM]	6%
33	Cc1noc(C)c1S(=O)(=O)Nc1cc(C(F)(F)F)ccc1N1CCOCC1	2%	-4%	43%[activator]	24%	27%	19%	4%	-20%	0%
37	O=C1C2ON(c3ccccc3)C(c3cccnc3)C2C(=O)N1Cc1ccccc1 (stereo unspecified)	i	-1%	49%[activator]	-2%	2%	-22%	-3%	-18%	0%
23	S=c1[nH]nc(-c2ccco2)n1/N=C/c1ccc(Cl)c(Cl)c1	-6%	8%	-12%	?	-4%	?	6%	79µM*	?

The list is partial; the hit share may differ from the screen's.
